CHRM5 agonist: human M5 muscarinic receptor agonists, primary screen, CHO-K1 cells, Fluo-8 calcium fluorescence; activation, % at 3 µM; 360,000 tested, 0.19% active; CHO-K1 hM5 cells; 0% DMSO wells, 100% maximal acetylcholine response; AID 624037, 2012;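 active = activation above the run's mean over test compounds plus 3 SD, cut at about 23% in these data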;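 also: signal is peak over basal fluorescence ratio across the kinetic read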
M4 PAM: human M4 muscarinic receptor positive allosteric modulators, primary screen, CHO-K1 cells, Fluo-8 calcium fluorescence. 360,000 tested, 0.4% active. CHO-K1 hM4/Gqi5, ACh EC20; 0% = ACh EC20, 100% = maximal ACh. activation, % at 3 µM. Muscarinic acetylcholine receptor M4 (Homo sapiens), P08173;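 active = activation above its plate's cutoff, the mean activation of sample wells plus 3 SD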; also: some results filed as inactive read as strong as hits
Target sequence (P08173 whole entry, looked up): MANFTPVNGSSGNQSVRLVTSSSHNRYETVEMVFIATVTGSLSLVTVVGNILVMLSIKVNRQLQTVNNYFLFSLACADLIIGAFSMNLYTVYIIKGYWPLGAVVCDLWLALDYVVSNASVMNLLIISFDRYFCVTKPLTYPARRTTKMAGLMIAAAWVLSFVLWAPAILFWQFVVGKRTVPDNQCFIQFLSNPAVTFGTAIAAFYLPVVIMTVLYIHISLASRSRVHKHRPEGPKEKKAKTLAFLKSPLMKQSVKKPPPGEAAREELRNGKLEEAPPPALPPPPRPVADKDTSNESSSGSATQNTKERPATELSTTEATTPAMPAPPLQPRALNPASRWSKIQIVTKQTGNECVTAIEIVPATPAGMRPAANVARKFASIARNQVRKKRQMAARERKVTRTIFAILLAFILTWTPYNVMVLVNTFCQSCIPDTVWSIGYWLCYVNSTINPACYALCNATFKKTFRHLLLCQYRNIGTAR
CRFBP-R2 agonist: agonists of CRF-BP/CRF-R2 complex, primary screen, cell-based, HEK293, calcium dye fluorescence, uHTS; CRF-binding protein / CRF receptor 2 complex (human); calcium dye fluorescence (FLIPR); percent of saturating CRF peptide response; activation, % at 13.2 µM; 350,000 tested, 0.46% active; AID 588473, 2011;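 active = activation of at least 50%, plus an integration ratio under a set limit after plate pattern correction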;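 also: plate controls were neutral control wells without compound for no effect and CRF at EC100 for full effect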
M4 antag: human M4 muscarinic receptor antagonists, primary screen, CHO cells, Fluo-8 calcium fluorescence. CHO-hM4 cells, ACh EC80. inhibition, % at 3 µM. 360,000 tested, 0.73% active. AID 624125, 2012;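 active = inhibition above its plate's cutoff, the mean inhibition of sample wells plus 3 SD, cut at about 27% in these data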;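 also: 0% = acetylcholine EC80 with DMSO and 100% = DMSO without agonist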
CRFBP-R2 block: antagonists of CRF-BP/CRF-R2 complex, primary screen, cell-based, HEK293, calcium dye fluorescence, uHTS; CRF-induced calcium fluorescence; inhibition, % at 11.8 µM; 350,000 tested, 0.59% active;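 active = inhibition of the ligand-induced calcium signal above about 50% at the single tested concentration, limit read from the data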
CHRM5 PAM: human M5 muscarinic receptor positive allosteric modulators, primary screen, CHO-K1 cells, Fluo-8 calcium fluorescence. CHO-K1 hM5, ACh EC20 PAM; 0% = ACh EC20, 100% = ACh EC100. activation, % at 3 µM. 360,000 tested, 0.3% active. AID 624038, 2012;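 active = activation above the run cutoff, the mean activation of all test compounds plus 3 SD, cut at about 18% in these data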
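System – CHO-K1 hM5 cells · Compound – 3 µM, single dose · Incubation – compound preincubation 140 s before EC20 acetylcholine addition · Technique – Fluo-8 calcium fluorescence · Measure – Max/basal fluorescence ratio as % of EC20–EC100 ACh window · Benchmarks – low control EC20 acetylcholine (0%), high control EC100 acetylcholine (100%) · Replication – singlicate, one well per test compound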
M4 ag: human M4 muscarinic receptor agonists, primary screen, CHO-K1 cells, Fluo-8 calcium fluorescence. CHO-K1 hM4/Gqi5; vehicle 0%, full acetylcholine response 100%. activation, % at 3 µM. 360,000 tested, 0.14% active;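 active = activation above the run mean over all test wells plus 3 SD, cut at about 32% in these data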;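 also: peak over basal fluorescence ratio per well then scaled between controls; 0% = DMSO wells and 100% = acetylcholine at EC100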
M5 antag: human M5 muscarinic receptor antagonists, primary screen, CHO cells, Fluo-8 calcium fluorescence | Muscarinic acetylcholine receptor M5 (Homo sapiens), P08912 | CHO-hM5 cells, ACh EC80 | inhibition, % at 3 µM | 360,000 tested, 0.59% active | AID 624040, 2012;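 active = inhibition above a per-plate cutoff, the mean of that plate's test compounds plus 3 SD, cut at about 27% in these data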;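 also: 0% = acetylcholine EC80 with DMSO and 100% = DMSO without agonist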
CHRM1 PAM: human M1 muscarinic receptor positive allosteric modulators, primary screen, CHO-K1 cells, Fluo-8 calcium fluorescence, 1536-well; CHO-K1 hM1, ACh EC20; 0% = ACh EC20, 100% = maximal ACh; activation, % at 3 µM; 360,000 tested, 0.088% active; in the data active = activation above about 19%, passing the limit was not always enough
Target sequence (P11229 whole entry, looked up): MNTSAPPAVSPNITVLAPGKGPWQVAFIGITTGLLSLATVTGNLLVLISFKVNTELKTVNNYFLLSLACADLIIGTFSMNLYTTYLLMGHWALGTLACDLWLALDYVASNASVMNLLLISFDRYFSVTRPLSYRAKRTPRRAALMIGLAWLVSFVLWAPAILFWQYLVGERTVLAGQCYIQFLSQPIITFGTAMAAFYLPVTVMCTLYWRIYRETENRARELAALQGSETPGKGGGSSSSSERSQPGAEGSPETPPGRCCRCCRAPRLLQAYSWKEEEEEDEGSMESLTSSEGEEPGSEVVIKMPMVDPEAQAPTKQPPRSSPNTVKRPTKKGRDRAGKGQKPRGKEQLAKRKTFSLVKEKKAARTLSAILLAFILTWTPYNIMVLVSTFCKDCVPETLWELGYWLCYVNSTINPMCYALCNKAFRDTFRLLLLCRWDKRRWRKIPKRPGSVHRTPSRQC
Active calls of the source: *; / = not tested or not shown.

SMILES	CHRM5 agonist	M4 PAM	CRFBP-R2 agonist	M4 antag	CRFBP-R2 block	CHRM5 PAM	M4 ag	M5 antag	CHRM1 PAM
CCOP(=O)(OCC)c1nc(-c2cccc3ccccc23)oc1NCCc1ccc(OC)cc1	-1	-7	-0.8	-18	9	-5	-2	-3	0
CCCCCn1c(=O)[nH]c2cc(C(=O)NCCCN3CCCCC3CC)ccc2c1=O (stereo not drawn)	-7	-11	1.3	9	-18	-3	1	9	-15
C/C(Cn1nnc([N+](=O)[O-])n1)=N\NC(=O)c1ccccc1Cl	1	9	1.0	-7	-21	5	2	-11	5
COc1ccc(NS(=O)(=O)c2cccc(C(=O)NCc3ccccn3)c2)cc1	5	4	-0.5	-11	4	-2	3	-1	6
O=C(CN1C(=O)C2(OCCO2)c2ccccc21)c1ccc(Br)cc1	-2	-7	-2.6	1	-24	-2	1	1	1
Cc1nc(N)sc1Cc1ccc2c(c1)OCO2	-4	0	0.1	-7	-12	-3	1	0	-2
CCNc1nc(Oc2ccc(F)cc2)cc(C(F)(F)F)n1	-1	-4	-2.7	1	-3	-2	1	7	3
COc1ccc(CCN=C(N)NS(=O)(=O)c2ccc(C)cc2)cc1	-1	8	-6.8	1	17	10	1	1	6
Cc1cccc(C)c1NC(=O)CNC(=O)c1ccc(COc2ccccc2)o1	-3	14	-1.6	-12	-1	10	6	8	12
Cc1cc(C)c(S(N)(=O)=O)c(C)c1N(C)S(=O)(=O)c1ccccc1	0	1	0.1	-1	11	0	4	-1	10
Cc1cccc(N(CC(=O)NCc2ccco2)C(=O)CCC(=O)Nc2nccs2)c1	1	-4	-6.9	0	-1	-2	0	5	-5
CCC(=O)NC(=S)Nc1cccc(Cl)c1N1CCCCC1	-3	0	-0.5	-5	-57	-1	-2	7	-13
Cc1ccc(C(=O)NN(CCC#N)C2=NS(=O)(=O)c3ccccc32)cc1	-3	-4	-0.1	0	-10	-6	0	2	-12
CCCS(=O)(=O)c1c(S(=O)(=O)CCC)c2c(N)cccn2c1C(=O)c1ccc(Br)cc1	2	-4	3.0	-10	-4	5	0	-4	4
O=C(Nc1ccncc1)C1CC(=O)N(c2ccc(F)cc2)C1 (stereo not drawn)	-3	9	0.9	-23	-15	2	1	-2	5
COc1ccc(C(=O)Nc2ncc3c(n2)CC(C)CC3=O)cc1 (stereo not drawn)	-3	12	1.7	2	4	5	2	16	13
O=C(NCc1ccc2c(c1)OCO2)c1nnc(Cc2ccc(F)cc2)o1	0	9	1.0	-5	-3	-5	2	-3	6
CCC(C)c1ccc(NC(=O)C2CC2)cc1 (stereo not drawn)	-16	6	0.6	-2	-1	1	-1	-1	3
O=C(CNCCC1=CCCCC1)Nc1ccc(N2CCCCCC2)cc1	-3	4	0.8	2	-53	9	5	-6	4
CCOc1cc(C(=O)Nc2cccc3ncccc23)cc(OCC)c1OCC	0	2	-0.3	2	2	-4	2	7	9
CN1CCN(c2nc(NCCOC34CC5CC(CC(C5)C3)C4)nc(OCC(F)(F)F)n2)CC1	-3	4	1.1	1	0	-5	1	6	0
Clc1ccc(-c2nc3c4ccccc4ccn3c2CC2CCCCC2)cc1	2	5	/	-10	/	0	0	2	/
COc1ccc(CN2CCN(S(=O)(=O)c3ccc(C)cc3)CC2)cc1Br	-2	-4	-0.3	5	4	-2	-1	1	7
O=C(C1CCN(S(=O)(=O)N2CCCC2)CC1)N1CCCCC1	7	-5	-0.1	0	20	-6	1	-3	-10
CCc1cccc(CC)c1NC(=S)NCc1nc2ccccc2[nH]1	-1	7	-1.4	-4	2	-1	2	-1	6
CC(C)NC(=O)Cn1c(=O)cnc2ccccc21	1	8	-1.9	-6	-16	4	1	-3	8
Cn1c(-c2ccc3c(c2)OCO3)cnc1NCc1cccc(O)c1	-10	-2	2.8	-1	-25	10	1	3	-35
CCN1CCN(c2nc3c(C)cccn3c(=O)c2/C=C(\C#N)S(=O)(=O)c2ccccc2)CC1	-2	2	-0.3	-10	7	-5	7	11	-12
COc1cc(NC(=O)N2CCc3nc(NCc4cccc(Oc5ccccc5)c4)ncc3C2)cc(OC)c1OC	2	-12	/	4	/	-10	13	12	-19
CC(=O)CSc1nnc2c3ccccc3nc(C(C)(C)C)n12	2	-4	-3.6	-11	15	9	1	2	5
O=C(NCCC(=O)N1CCN(C(=O)c2ccco2)CC1)c1ccc(Br)cc1	0	2	-2.1	-16	2	-3	1	9	3
O=C(c1ccco1)N1CCN(S(=O)(=O)c2ccc(S(=O)(=O)NC3CCCCC3)cc2)CC1	6	-8	12	7	-32	1	3	-6	7
Cc1ccc(NC(=O)C(=O)NC2CCCCC2)cc1	-4	7	1.6	-2	2	2	1	-3	5
CSc1nc(C)c(C(=O)C[n+]2ccccc2C)cc1C#N	-16	-7	1.2	-9	72*	-2	0	15	-19
CC1Cn2c(nnc2-c2cc3ccccc3cc2O)S1 (stereo not drawn)	1	-5	-0.7	-5	-8	0	6	-3	-2
CC(NC(=O)c1ccccc1)C(=O)OCC(=O)c1c(N)n(C)c(=O)n(C)c1=O (stereo not drawn)	2	15	0.1	-3	-3	2	1	1	13
O=C(Nc1c(C(=O)Nc2ccc3c(c2)OCCO3)cnn1-c1ccccc1Cl)c1ccco1	7	-2	3.4	-4	-3	-5	8	2	-2
Cc1ccc(OCC(=O)N2CCN(C(=O)c3ccncc3)CC2)cc1	-2	6	1.0	-4	18	0	1	5	3
COC(=O)c1cc(C(=O)OCC(=O)Nc2ccc(N3CCOCC3)cc2)cc([N+](=O)[O-])c1	3	9	-0.3	-1	3	2	1	3	2
CC(C)N1CCN(Cc2ccccc2-c2ccco2)CC1CCO (stereo not drawn)	-12	7	0.8	-5	6	6	1	-10	6

Structural class, the compounds so far containing two or more sulfur atoms
SMILES	CHRM5 agonist	M4 PAM	CRFBP-R2 agonist	M4 antag	CRFBP-R2 block	CHRM5 PAM	M4 ag	M5 antag	CHRM1 PAM
Cc1cc(C)c(S(N)(=O)=O)c(C)c1N(C)S(=O)(=O)c1ccccc1	0	1	0.1	-1	11	0	4	-1	10
CCCS(=O)(=O)c1c(S(=O)(=O)CCC)c2c(N)cccn2c1C(=O)c1ccc(Br)cc1	2	-4	3.0	-10	-4	5	0	-4	4
O=C(c1ccco1)N1CCN(S(=O)(=O)c2ccc(S(=O)(=O)NC3CCCCC3)cc2)CC1	6	-8	12	7	-32	1	3	-6	7

One compound at a time, as listed above. Order of values: CHRM5 agonist | M4 PAM | CRFBP-R2 agonist | M4 antag | CRFBP-R2 block | CHRM5 PAM | M4 ag | M5 antag | CHRM1 PAM
O=C(CN1C(=O)C2(OCCO2)c2ccccc21)c1ccc(Br)cc1 is listed with -2 | -7 | -2.6 | 1 | -24 | -2 | 1 | 1 | 1
Cc1ccc(C(=O)NN(CCC#N)C2=NS(=O)(=O)c3ccccc32)cc1 is listed with -3 | -4 | -0.1 | 0 | -10 | -6 | 0 | 2 | -12

The results go on:
SMILES	CHRM5 agonist	M4 PAM	CRFBP-R2 agonist	M4 antag	CRFBP-R2 block	CHRM5 PAM	M4 ag	M5 antag	CHRM1 PAM
Cc1cc(C)cc(NC(=O)CSc2nc(=O)n3cc(C)ccc3n2)c1	-1	0	-3.7	-9	12	1	0	-3	11
Cc1noc(/C=C/c2cccs2)c1S(=O)(=O)N1CCC(C(=O)NCCCN2CCCC(C)C2)CC1 (stereo not drawn)	-10	-10	-0.1	-2	-13	-2	2	10	-6
CN1CCN(C(=O)c2ccc(OCCOc3ccccc3)cc2)CC1	-7	-3	-1.9	-7	17	3	3	11	7
O=C(N1CCOCC1)N1c2ccccc2Sc2ccccc21	-6	-7	-1.3	-3	5	-5	-2	7	-5
O=C(Nc1ccccc1Cl)c1cnccn1	1	6	0.6	-3	8	-2	0	0	4
Cc1cc(NC(=O)CSc2cc(Cl)ccc2Cl)n(-c2ccccc2)n1	-2	-12	1.3	-12	12	-8	9	0	-6
CCn1nnc(NC(=O)COc2cc(C)ccc2C(C)C)n1	-3	4	-1.3	11	-24	1	0	-1	5
Cc1cccc(NC(=O)CNC(=O)N2CC(=O)Nc3ccccc32)c1C	-2	4	0.3	-2	-36	-2	1	8	17
CC(C)CC(=O)N1CCN(c2ccc([N+](=O)[O-])cc2Cl)CC1	5	7	2.3	0	7	-6	10	-8	3
CCC1(O)CC(c2ccccc2)=NN1C(=O)c1ccccc1F (stereo not drawn)	1	-5	-1.2	-8	-12	3	8	-2	7
c1ccc2nc(SCc3cn4ccccc4n3)cnc2c1	-11	0	-6.1	7	-18	-1	2	8	-2
COc1ccc(Cl)cc1S(=O)(=O)NCc1nc2nc(C)cc(C)n2n1	1	-2	-1.6	13	0	0	0	3	7
CS(=O)(=O)c1ccc(Cl)c(NC(=O)COC(=O)c2cccc(S(=O)(=O)N3CCCCC3)c2)c1	2	-8	1.4	2	-11	-4	6	-4	2
CCn1c(C)c(C2=CCN(S(=O)(=O)c3ccc(C)cc3)CC2)c2ccccc21	1	-17	12	4	-44	-13	6	14	-14
Cc1cc(C)n2nc3nc4c(cc3c2n1)CCCC4	-2	7	9.0	-14	-2	3	2	-4	6
COc1ccc(OC)c(C(c2nnnn2Cc2ccccc2)N2CCC(C(N)=O)CC2)c1 (stereo not drawn)	-3	-3	0.8	1	-3	3	1	-7	2
CCc1ccc2c(CN(C)Cc3ccc(OC(F)F)c(OC)c3)cc(=O)oc2c1	-3	-6	0.0	-8	-10	-5	1	12	1
O=S1(=O)CCOC[C@H](c2ccccc2)N1Cc1cccc(F)c1	-1	0	-3.4	-3	12	-2	0	2	-8
Cc1ccc2[nH]c(=O)c(CN(Cc3ccccc3)C(=S)NCCCN(C)C)cc2c1	-3	-3	-0.3	2	-44	-9	2	-1	3
N#Cc1cccc(C(=O)C(=O)N2CCN(c3ccccc3)CC2)c1	1	-6	/	1	/	-6	3	5	/
COc1ccc(-n2c(=S)[nH]c3cc(C(=O)N4CCN(c5ccccc5)CC4)ccc3c2=O)c(OC)c1	-2	-5	0.6	0	-10	4	0	6	4
O=C(O)c1ccc(Cl)cc1Nc1nc2cc(Cl)ccc2o1	0	3	0.7	-6	20	4	3	3	7
O=C(Cn1c(-c2ccccc2Cl)nc2ccccc21)Nc1cccc(Cl)c1	3	-3	1.9	-11	8	-2	1	-5	8
Cc1ccc(/C(N)=N/OC(=O)c2cc(-c3ccccc3)nc3ccccc23)cc1	-3	8	0.7	-19	30	9	0	-10	12
O=C(NCC1CCCO1)c1ccc2c(c1)S(=O)(=O)c1ccccc1C2=O (stereo not drawn)	3	12	-1.0	0	3	0	8	8	-5
COc1ccc(NC(=O)c2ccc(NCCCN3CCOCC3)c([N+](=O)[O-])c2)cc1	1	-1	-0.7	7	-7	-7	10	10	-2
COc1ccccc1NC(=O)c1ccc(COc2ccccc2Br)o1	-5	-1	4.0	-5	-5	-4	0	9	-1
O=C(CCN1C(=O)c2ccccc2C1=O)Nc1cccc(S(=O)(=O)N2CCCCC2)c1	2	-7	0.1	-4	-33	-12	12	9	3
CC(=O)N(O)c1ccc(C=Cc2ccccc2)cc1	1	12	/	-3	/	-4	3	8	7
CN(C)c1cccc(N=C2C=C(N3CCOCC3)CC(C)(C)C2)c1	-8	2	1.1	-5	2	1	1	2	4

Screening results deposited in PubChem BioAssay by several laboratories.

Outcome played no part in choosing rows; any-hit rate near 2.6%.
